TRPC4 agonist: TRPC4 (mouse) channel activation; Q9QUQ5; HEK293 TRPC4beta/mu-opioid, Fluo4 calcium fluorescence; stronger effect = higher value; B-score at 10 µM; 0.49% of 310,000 active; AID 2237;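 active = B-score above 5 SD of library B-scores, and initial fluorescence ratio not above library mean plus 5 SD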;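 also: positive B-score marks a calcium rise read as TRPC4 activation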
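Incubation: 45 min room-temperature Fluo4 loading, 110 s read / System: HEK293 cells stably co-expressing mouse TRPC4beta and mu-opioid receptor / Signal: Fluo4 fluorescence, kinetic / Control set: buffer (low) and maximal DAMGO (high) / Measure: integrated baseline-normalised fluorescence ratio, converted to per-well B score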
TRPC4 potent: allosteric potentiators of mouse TRPC4 channel; Q9QUQ5; HEK293 TRPC4beta/mu-opioid, DAMGO EC20, Fluo-4 Ca2+ flux; stronger effect = higher value; B-score at 10 µM; 0.42% of 310,000 active; AID 2227;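 active = B-score of calcium response area above 5 SD of library B-scores, with initial fluorescence ratio within 5 SD of library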;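 also: B-score of integrated fluorescence ratio over time as area under calcium response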
TRPC6 inhibitor: mouse TRPC6 channel inhibition | AID 2553 | Q61143 | B-score at 10 µM | HEK293-TRPC6, membrane potential dye, ACh-evoked depolarization; stronger effect = lower value | 1.1% of 310,000 active;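 active = B-score under library mean minus 3 SD, initial fluorescence not abnormally high, positive integrated signal ratio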;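 also: B-score derived from integrated fluorescence ratio over the kinetic read; more negative B-score means stronger inhibition of depolarization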
Target sequence (Q61143 whole entry, looked up): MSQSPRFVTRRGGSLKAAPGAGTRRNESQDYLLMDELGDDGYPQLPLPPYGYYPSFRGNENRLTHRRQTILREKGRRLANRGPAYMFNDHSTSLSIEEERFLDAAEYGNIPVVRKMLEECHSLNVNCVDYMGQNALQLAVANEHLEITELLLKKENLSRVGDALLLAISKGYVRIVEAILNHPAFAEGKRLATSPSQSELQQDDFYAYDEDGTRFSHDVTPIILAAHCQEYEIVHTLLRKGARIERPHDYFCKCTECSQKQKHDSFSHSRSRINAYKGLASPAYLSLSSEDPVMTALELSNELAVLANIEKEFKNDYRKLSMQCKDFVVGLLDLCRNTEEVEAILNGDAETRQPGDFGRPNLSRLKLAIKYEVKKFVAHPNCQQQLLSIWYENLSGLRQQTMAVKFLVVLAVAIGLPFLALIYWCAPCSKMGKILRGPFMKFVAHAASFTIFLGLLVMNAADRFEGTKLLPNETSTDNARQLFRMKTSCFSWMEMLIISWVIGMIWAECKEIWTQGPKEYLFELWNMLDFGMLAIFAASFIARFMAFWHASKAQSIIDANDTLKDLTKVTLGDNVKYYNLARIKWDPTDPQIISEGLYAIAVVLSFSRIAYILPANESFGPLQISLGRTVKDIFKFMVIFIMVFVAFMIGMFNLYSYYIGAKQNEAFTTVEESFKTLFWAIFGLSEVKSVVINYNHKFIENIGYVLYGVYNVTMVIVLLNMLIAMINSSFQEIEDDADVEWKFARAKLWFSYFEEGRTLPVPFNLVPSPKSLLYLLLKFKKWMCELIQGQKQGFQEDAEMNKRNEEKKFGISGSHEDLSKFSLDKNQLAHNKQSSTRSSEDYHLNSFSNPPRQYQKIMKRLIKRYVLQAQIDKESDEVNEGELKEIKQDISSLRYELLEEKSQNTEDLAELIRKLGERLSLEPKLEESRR
PolyA inhibitor: blocks polyadenylation in yeast reporter cells; calls only at 12 µM; 0.02% of 300,000 active; S. cerevisiae SKY197-pL101 polyadenylation reporter, beta-gal luminescence; efflux-impaired pdr1/pdr3 knockout yeast; score 100 = 6 SD above DMSO; AID 1875;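 active = lowest replicate activity score at least 50, where 100 means six control SD above control mean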;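 also: yeast exposed to compound for 9 h at 30 °C; higher score means more reporter readthrough which indicates perturbed polyadenylation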
MrgX1 ag: activates human MrgX1 receptor signaling; MrgX1-HEK293 cells, Fluo-4 calcium fluorescence, agonist mode; stronger effect = higher value; B-score at 10 µM; 0.44% of 310,000 active;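 active = calcium response B-score plate-corrected fluorescence ratio at least 3 library SD, with starting fluorescence B-score inside 5 SD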
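Assay system: MrgX1-expressing HEK293 cells / Amount: fifteen thousand cells per well / Doses: test compound in the initial addition of three / Timing: cells plated overnight, dye loaded 0.5 h 37 °C, 0.5 h room temperature / Technique: kinetic calcium dye fluorescence, Fluo-4 NW / Control set: positive and negative controls per plate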
MrgX1 PAM: allosterically activates human MrgX1 receptor signaling; AID 588675; 0.63% of 310,000 active; MrgX1-HEK293, Fluo-4 calcium flux, FDSS; stronger effect = higher value; B-score at 10 µM; Q96LB2;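 active = plate-corrected calcium response at least 3 library SD above typical, normal starting fluorescence, not activating the receptor alone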;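 also: compound read alongside a low EC10 to EC30 dose of BAM8-22 agonist; peak minus trough fluorescence over baseline measured at the second addition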
TRPC6 activator: mouse TRPC6 channel activation | HEK293-TRPC6 membrane potential dye fluorescence; stronger effect = higher value | B-score at 10 µM | 0.13% of 310,000 active;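 active = B-score of the integrated fluorescence ratio above library mean plus 3 SD, and starting fluorescence ratio within library mean plus 5 SD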;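 also: higher score means more depolarization so channel activation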
HIF activator: HIF pathway transcriptional activation; U2OS HRE-luciferase reporter, luminescence; normalized: DMSO 0%, desferrioxamine 100%; activation, % at 7.5 µM (by protocol); 0.32% of 300,000 active; AID 1910;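 active = mean activation of at least 10% of the iron chelator positive control signal, with at least half of replicates also reaching 10%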
AI-2 QS mod: modulators of Vibrio harveyi AI-2 quorum sensing system. Vibrio harveyi JMH597 AI-2 luminescence/OD600 ratio, 9 h; stronger effect = lower value; strain lacks LuxN and CqsS sensors; 0 = neutral-control median. activity change, % at 7.5 µM. 0.4% of 300,000 active. AID 2094; in the data active = activity change below about -75%, passing the limit was not always enough;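 also: luminescence divided by OD600 gain over 9 h not by final OD600 alone; inactives centre near 13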
MrgX1 antag: antagonists of human MrgX1 receptor; B-score at 10 µM; 1.3% of 310,000 active; Q96LB2; MRGX1-HEK293 calcium flux, Fluo-4, BAM8-22 antagonism; stronger effect = lower value;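 active = calcium-response B-score plate-corrected more than 3 library SD below zero, starting fluorescence within 5 deviations, no agonist response on first addition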;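 also: peak minus trough fluorescence over baseline after final BAM8-22 challenge near maximal dose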
TRPC4 inh: inhibitors of mouse TRPC4 channel; Q9QUQ5; HEK293 TRPC4beta/mu-opioid, DAMGO-evoked Fluo4 calcium flux; stronger effect = lower value; B-score at 10 µM; 0.39% of 300,000 active; AID 2247;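 active = B-score over 3 SD under the library average, no early fluorescence shift, positive overall ratio signal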
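material = TRPC4beta/mu-opioid receptor HEK293 cell line | probe or stimulus = sequential submaximal and maximal DAMGO stimulation | compound dosing = one concentration per compound | measured by = Fluo4 Ca2+ flux fluorescence | evaluation = integrated fluorescence ratio relative to baseline, converted to per-well B score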
Starred values were filed as active, the others as inactive; i = inactive; / = no result given.

SMILES	TRPC4 agonist	TRPC4 potent	TRPC6 inhibitor	PolyA inhibitor	MrgX1 ag	MrgX1 PAM	TRPC6 activator	HIF activator	AI-2 QS mod	MrgX1 antag	TRPC4 inh
Cc1cc(=O)oc2cc(OC(C)C(=O)NCCCn3ccnc3)ccc12 (stereo not drawn)	i	i	i	i	i	i	i	-0.5	9	i	i
COc1ccccc1-c1ccc(SCc2ccc(F)cc2)nn1	i	i	i	i	i	i	i	2.7	19	i	i
CC(C)C(NCc1c(Cl)cccc1Cl)C(=O)O (stereo not drawn)	i	i	i	i	i	i	i	/	12	i	i
O=C1OC(/C=C/c2ccc(Cl)cc2)=NC/1=C/c1ccco1	i	i	i	i	i	i	i	1.4	22	i	i
O=C(/C=C/c1ccccc1Cl)N(Cc1ccc(Cl)cc1)C1CCS(=O)(=O)C1 (stereo not drawn)	i	i	i	i	i	i	i	0.9	12	i	i
COc1cc(-c2nnc3n2CCCCC3)cc(OC)c1OC	i	i	i	i	i	i	i	-1.0	13	i	i
COc1ccc(CCNC(=O)CSc2nn(-c3ccccc3)c(=S)s2)cc1OC	i	i	i	i	i	i	i	-0.1	8	i	i
CCc1ccc(N2C(=O)C3NN=C(C(=O)OCc4ccccc4)C3C2=O)cc1 (stereo not drawn)	i	i	i	i	i	i	i	-0.1	10	i	i
Cc1cc(NC(=O)CCl)n(-c2nc3ccccc3s2)n1	i	i	i	i	i	i	i	1.2	16	i	i
CCCC(C(=O)O)n1c(O)c(C=C2N=c3ccccc3=N2)sc1=S (stereo not drawn)	i	i	i	i	i	i	i	-0.4	16	i	i
CC1CN(C2CCN(C(=O)COc3ccc(Cl)cc3)CC2)CC(C)O1 (stereo not drawn)	i	i	i	i	i	i	i	0.5	9	i	i
Cc1ccc(N2CC(C(=O)N3CCC(C(=O)NC(C)(C)C)CC3)CC2=O)cc1 (stereo not drawn)	i	i	i	i	i	i	i	-0.1	47	i	i
O=C(NCc1ccc(C(F)(F)F)cc1)C1CC(c2c(Cl)cccc2Cl)=NO1 (stereo not drawn)	i	i	i	i	i	i	i	1.1	11	i	i
CCCCCc1nnc(NC(=O)C(=O)OCC)s1	i	i	i	i	i	i	i	-0.4	4	i	i
Nc1nc2c(nc(SCc3ccccc3Br)n2[C@@H]2O[C@H](CO)[C@@H](O)[C@H]2O)c(=O)[nH]1	i	i	i	i	i	i	i	-3.1	29	i	i
CC(=O)Nc1ccc(NC(=S)NC(=O)/C=C/c2ccc(Cl)cc2)cc1	i	i	i	i	i	i	i	-0.3	20	i	i
CC(C)(C)C(=O)Nc1sc2c(c1C#N)CCN(Cc1ccccc1)C2	i	i	i	i	i	i	13*	0.9	12	-5.1*	i
COc1cc(/C=C(\C#N)C(=O)Nc2ccc3ccccc3c2)c([N+](=O)[O-])cc1OC	i	i	i	i	i	i	i	0.3	21	i	i
CS(=O)(=O)c1ccc(Cl)c(NC(=O)c2cc(=O)[nH]c3ccc(S(=O)(=O)N4CCOCC4)cc23)c1	i	i	i	i	i	i	i	-0.3	12	i	i
O=c1cc(-c2ccccc2Cl)oc2c(NS(=O)(=O)c3ccccc3C(F)(F)F)ccc(O)c12	i	i	i	i	i	i	i	-1.4	16	i	i
CCOc1cc(-c2c(C)c(C)nc(N)c2C#N)ccc1O	i	i	i	i	i	i	i	-0.1	10	i	i
COc1ccc(COc2ccccc2C(=O)Nc2ccccn2)cc1[N+](=O)[O-]	i	i	i	i	i	i	i	0.2	17	i	i
Clc1ccc(-c2nnc(-c3ccccc3)o2)cn1	i	i	i	i	i	i	i	2.0	12	i	i
Cc1ccc2nc(SC(C(=O)c3ccccc3)c3ccccc3)nc(C)c2c1 (stereo not drawn)	i	i	i	i	i	i	i	-0.2	14	i	i
Cn1c(CN2CCCC(C(=O)c3ccc4c(c3)OCO4)C2)nc2ccccc21 (stereo not drawn)	i	i	i	i	i	i	i	0.0	-1	i	i

An excerpt from above in order of the AI-2 QS mod value, low to high:
Molecule	AI-2 QS mod
CCCCCc1nnc(NC(=O)C(=O)OCC)s1	4
O=C(NCc1ccc(C(F)(F)F)cc1)C1CC(c2c(Cl)cccc2Cl)=NO1 (stereo not drawn)	11
CCCC(C(=O)O)n1c(O)c(C=C2N=c3ccccc3=N2)sc1=S (stereo not drawn)	16
COc1ccc(COc2ccccc2C(=O)Nc2ccccn2)cc1[N+](=O)[O-]	17

(next part)
SMILES	TRPC4 agonist	TRPC4 potent	TRPC6 inhibitor	PolyA inhibitor	MrgX1 ag	MrgX1 PAM	TRPC6 activator	HIF activator	AI-2 QS mod	MrgX1 antag	TRPC4 inh
COc1cccc(C(=O)NCC(=O)NNc2ncnc(N)c2[N+](=O)[O-])c1	i	i	i	i	i	i	i	-0.2	16	i	i
COc1cccc(C(=O)NCCCN2CCN(CCCNC(=O)c3cccc(OC)c3)CC2)c1	i	12*	i	i	i	i	i	0.4	6	i	i
Cc1nc2c(C(=O)N3CCN(c4ccccn4)CC3)cnn2c(C)c1Cc1cccc(Cl)c1	i	i	i	i	i	i	i	0.0	14	i	i
O=C(O)C1CCN(C(=O)OCc2ccccc2)CC1	i	i	i	i	i	i	i	3.1	33	i	i
N/C(=N\OC(=O)c1cc(-c2ccccc2)nc2ccccc12)c1cccnc1	i	i	i	i	i	i	i	-0.1	21	i	i
CN(C(=O)CCN1C(=O)c2ccccc2C1=O)C1CCCCC1	i	i	i	i	i	i	i	0.1	-1	i	i
CCOc1ccc(NC(=O)c2sc3nc(N4CCOCC4)c4c(c3c2N)CCCC4)cc1	i	i	i	i	i	i	i	0.0	8	i	i
COc1cccc(CNC(=O)CN(C)S(=O)(=O)c2ccc3c(c2)CC(C)N3C(C)=O)c1 (stereo not drawn)	i	i	i	i	i	i	i	0.0	15	i	i
Cc1ccc(S(=O)(=O)Nc2c(C)nn(C)c2C)cc1	i	i	i	i	i	i	i	-0.2	18	i	i
O=C(CCc1ccccc1)Nc1cc(C(=O)O)cc(C(=O)O)c1	i	i	i	i	i	i	i	-0.6	-2	i	i
Cn1c(=O)c(C(=O)COc2ccc(C#N)cc2)c(N)n(Cc2ccccc2)c1=O	i	i	i	i	i	i	i	-0.4	8	i	i
O=C(N/N=C/c1ccccn1)c1cc(-c2ccc(Br)s2)[nH]n1	i	i	i	i	i	i	i	0.6	43	i	i
NNC(=O)c1snnc1-c1ccccc1	i	i	i	i	i	i	i	-3.2	16	i	i
Cc1ccc(NC(=O)Nc2nnc(Cc3ccc(F)cc3)s2)cc1	i	i	i	i	i	i	i	0.3	-21	i	i
NC(N)=Nc1nc(C2COc3ccccc3O2)cs1 (stereo not drawn)	i	i	i	i	i	i	i	1.1	44	i	i
COCCN(Cc1ccccc1)C(=O)c1c(C)nn(-c2ccccc2)c1C	i	i	i	i	i	i	i	0.2	25	i	i
Cc1cc(Cl)ccc1OC(C)C(=O)Nc1ccc(S(=O)(=O)N2CCOCC2)cc1 (stereo not drawn)	i	i	i	i	i	i	i	-0.2	0	i	i
O=S1(=O)CCC(NC2CCCC2)C1 (stereo not drawn)	i	i	i	i	i	i	i	-21	12	i	i
CCCOc1ccc(C2C(C(=O)c3ccc(C)o3)=C(O)C(=O)N2Cc2cccnc2)cc1 (stereo not drawn)	i	i	i	i	i	i	i	0.1	35	i	i
Cn1nc(CC(=O)Nc2ncc(Br)s2)c2ccccc2c1=O	i	i	i	i	i	8.9*	i	0.0	7	i	i
CNC(=O)c1sc(-c2ccccn2)nc1C	i	i	i	i	i	i	i	-1.0	16	i	i
FC(F)(F)c1nc(Sc2ncccc2C(F)(F)F)n[nH]1	i	i	i	i	i	i	i	/	27	i	i
COc1ccc(Cl)cc1NC(=O)NCC1CCN(Cc2ccccc2F)CC1	i	i	i	i	i	i	i	0.8	27	i	i
Cc1ccc2nc(Cl)c(/C=N/Nc3ccc(C(=O)O)cc3)cc2c1	i	i	i	/	i	i	i	-0.5	9	i	i
CCCCn1c(-c2cccc(Br)c2)nc2cc3[nH]c(=O)c(C(C)C)nc3cc21	i	i	i	i	i	i	i	-0.3	16	i	i
More entries:
SMILES	TRPC4 agonist	TRPC4 potent	TRPC6 inhibitor	PolyA inhibitor	MrgX1 ag	MrgX1 PAM	TRPC6 activator	HIF activator	AI-2 QS mod	MrgX1 antag	TRPC4 inh
CCOc1ccc(Cl)cc1/C=N/NC(N)=O	i	i	i	i	i	i	i	0.7	5	i	i
CC(C)(C)CC(=O)Nc1cc(S(=O)(=O)N2CCOCC2)ccc1N1CCCC1	i	i	i	i	i	i	i	-0.2	8	i	i
NC(=O)NOCc1ccccc1F	i	i	i	i	i	i	i	0.2	11	i	i
Cc1ccc(OCC(=O)N2CC3(C)CC2CC(C)(C)C3)cc1 (stereo not drawn)	i	i	i	i	i	i	i	-0.4	5	i	i
CCN(CC)CCC(c1cc(OC)c(OC)c(OC)c1)c1c(OC)cc(OC)c2c(-c3ccccc3)cc(=O)oc12 (stereo not drawn)	i	i	i	i	i	i	i	-0.2	-6	i	i
CSc1ccccc1OCc1cc(C(=O)NCCn2nc(C)cc2C)no1	i	i	i	i	i	i	i	-0.1	20	i	i
CC(=O)c1ccc(S(=O)(=O)N2CCN(C(=O)CSc3ccc(F)cc3)CC2)cc1	i	i	i	i	i	i	i	0.3	-5	i	i
CCOC(=O)c1c(C)[nH]c(C(=O)N(C)Cc2cccc(OC)c2OC)c1C	i	i	i	i	i	i	i	-1.0	13	i	i
COc1cccc(C(c2sc3nc(C)nn3c2O)N2CCc3ccccc3C2)c1 (stereo not drawn)	i	i	i	i	i	i	i	0.1	26	i	i
COc1ccc(OCC(O)CN2CCOCC2)cc1 (stereo not drawn)	i	i	i	i	i	i	i	-1.2	18	i	i
Cc1ccc(NNC(=O)C(=O)N2CCCCC2)cc1	i	i	i	i	i	i	i	-0.5	27	i	i
COc1ccc(-n2c(C)nc3sc4c(c3c2=O)CCC4)cc1	i	i	i	i	/	/	i	-0.3	15	/	i
CC(Oc1ccc(Cl)cc1)/C(N)=N/O (stereo not drawn)	i	i	i	i	i	i	i	0.1	33	i	i

From PubChem BioAssay

The list is partial (hit frequency here may not be typical).
